Assay outcomes (PubChem)
EBV gp42 block – EBV gp42 inhibition; Fluorescence polarization binding assay, mP read-out; 220,000 compounds, 0.42% hits; inhibition, % (tested at 21.74 µM); Q1HVG2; in the data active = inhibition above about 50%
Target sequence (Q1HVG2 whole entry, looked up): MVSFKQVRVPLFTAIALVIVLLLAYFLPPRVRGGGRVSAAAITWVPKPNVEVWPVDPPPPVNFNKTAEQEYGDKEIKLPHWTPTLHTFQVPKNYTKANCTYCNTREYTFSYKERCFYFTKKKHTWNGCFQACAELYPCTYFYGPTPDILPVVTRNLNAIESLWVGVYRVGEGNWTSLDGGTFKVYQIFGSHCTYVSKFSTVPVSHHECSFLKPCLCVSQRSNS
Cl transport mod – KCC2 (human) Cl- transport modulation | B-score of Tl+ flux slope (higher = more flux/activation; lower = inhibition) at 10 µM | 190,000 compounds, 2.2% hits | AID 1456 | Q9H2X9 | KCC2 cells, thallium flux FluoZin-2 fluorescence;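 active = thallium flux slope and its plate-corrected score both differing from the plate sample mean at a set confidence after two filtering rounds, in either direction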;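 also: slope of fluorescence scaled to starting intensity during 10 to 20 s after thallium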
eIF4E 4G PPI – eIF4E/eIF4G interaction inhibition in translation initiation | P63073+Q04637 | TR-FRET eIF4E-eIF4GI(517-606) binding, 2 h | inhibition, % at 21.7 µM | 220,000 compounds, 0.37% hits | AID 782;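 also: 0% = full FRET control wells and 100% = background wells lacking eIF4GI fragment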
NCF1 inh – p47phox (human) inhibition; P14598; p47phox/p22phox peptide binding, fluorescence polarization, 2 h; inhibition, % at 24.7 µM; 220,000 compounds, 0.53% hits; AID 1274;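 also: 0% = p47phox with labelled peptide and 100% = labelled peptide alone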
Rad51 HR inh – blocks human Rad51 in homologous recombination | inhibition, % at 10 µM | hRad51 DNA strand exchange, fluorescence dequenching | Q06609 | 200,000 compounds, 0.085% hits;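 active = inhibition above 40% at the single screening dose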;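 also: 0% = DMSO control wells and 100% = blanks with heterologous ssDNA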
Target sequence (Q06609 whole entry, looked up): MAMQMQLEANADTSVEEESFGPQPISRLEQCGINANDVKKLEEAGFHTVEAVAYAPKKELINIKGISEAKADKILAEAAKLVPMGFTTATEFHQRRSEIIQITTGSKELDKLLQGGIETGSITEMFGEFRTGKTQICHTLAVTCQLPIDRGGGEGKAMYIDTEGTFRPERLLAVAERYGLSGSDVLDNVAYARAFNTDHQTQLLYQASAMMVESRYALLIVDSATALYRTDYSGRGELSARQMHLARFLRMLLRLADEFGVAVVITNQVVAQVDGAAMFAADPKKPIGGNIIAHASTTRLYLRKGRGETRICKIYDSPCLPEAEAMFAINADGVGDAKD
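Test system: preformed human Rad51 ssDNA filaments. Compound dosing: single dose, 10 µM final compound. Incubation: filaments 15 min 37 °C, then compound 30 min. Technique: FRET fluorescence dequenching, excitation 485 nm, emission 520 nm. Read-out basis: percent inhibition from fluorescence, normalised to plate control and blank means. Benchmarks: plate controls and plate blanks.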
Furin inh – human furin inhibition; AID 463115; 220,000 compounds, 0.061% hits; P09958; inhibition, % at 30 µM; purified furin, fluorogenic substrate cleavage; in the data active = inhibition above about 25%; also: inactives centre near -15
KLK5 inh – blocks human kallikrein 5 protease activity; Q9Y337; recombinant hK5, fluorogenic AMC substrate cleavage; inhibition, % at 5 µM; 210,000 compounds, 0.59% hits;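 active = inhibition of 40% or more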;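 also: 0% = enzyme controls without compound and 100% = no-enzyme blanks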
Target sequence (Q9Y337 67-293 limits assumed): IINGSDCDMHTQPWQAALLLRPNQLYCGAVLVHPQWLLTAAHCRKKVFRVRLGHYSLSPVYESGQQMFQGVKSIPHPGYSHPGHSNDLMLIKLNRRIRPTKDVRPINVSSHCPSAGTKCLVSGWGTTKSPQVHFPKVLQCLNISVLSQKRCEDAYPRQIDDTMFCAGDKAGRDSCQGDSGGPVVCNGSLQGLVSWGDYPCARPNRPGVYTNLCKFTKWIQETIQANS
thrombin 1536 – blocks human thrombin protease activity. P00734. inhibition, % at 5 µM. 220,000 compounds, 0.26% hits. AID 1046. alpha-thrombin, Boc-VPR-AMC fluorogenic substrate cleavage;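 active = inhibition at or above 40%; inactive = inhibition below 40%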;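 also: 0% = enzyme with no compound and 100% = wells without enzyme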
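System – human alpha-thrombin protein · Reagent – Boc-VPR-AMC substrate, 15 µM final · Compound – 5 µM single dose in 0.2% DMSO · Schedule – reaction at room temperature · Technique – AMC fluorescence at 355 nm excitation and 460 nm emission · Read-out basis – % inhibition relative to enzyme controls and enzyme-free blanks · Control set – no-compound enzyme wells and no-enzyme blanks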
14-3-3 Bad inh – disrupts binding of bovine 14-3-3 zeta to phospho-Bad peptide | P63103 | TR-FRET 14-3-3zeta/Dy647-pBad peptide displacement, 1 h | inhibition, % at 21.7 µM | 220,000 compounds, 0.71% hits | AID 781;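 active = inhibition above about 70%, limit read from the data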;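 also: 0% = full 14-3-3 plus peptide FRET controls and 100% = background without 14-3-3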
Target sequence (P63103 whole entry, looked up): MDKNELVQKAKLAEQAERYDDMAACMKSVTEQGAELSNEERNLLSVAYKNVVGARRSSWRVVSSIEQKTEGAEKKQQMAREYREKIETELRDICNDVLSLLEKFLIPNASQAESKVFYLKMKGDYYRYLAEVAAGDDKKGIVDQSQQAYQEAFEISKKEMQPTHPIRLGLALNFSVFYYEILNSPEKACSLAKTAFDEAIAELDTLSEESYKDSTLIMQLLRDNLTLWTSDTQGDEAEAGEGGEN
Starred values were filed as active, the others as inactive; x = not tested or not shown; [ ] = remark or other dose.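 The calls were made as follows, unless noted: active = inhibition above about 30% (limit read from the data); inactive = the rest.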

Letters – A = EBV gp42 block; B = Cl transport mod; C = eIF4E 4G PPI; D = NCF1 inh; E = Rad51 HR inh; F = Furin inh; G = KLK5 inh; H = thrombin 1536; I = 14-3-3 Bad inh
1. O=C(c1ccc(F)cc1)N1CCCC(c2ccccc2)C1 (centres undefined)
  A = 0	B = -0.77	C = -1	D = -2	E = 3	F = -29	G = -1	H = x	I = -6

2. CC(C)Sc1ccc(C(=O)Nc2ccc(F)cc2F)cn1
  A = -6	B = 0.82	C = 3	D = -3	E = 4	F = -14	G = 0	H = -5	I = -6

3. COCC(C)NC(=O)c1oc2c(c1C)C1(CCC2)SCCS1 (centres undefined)
  A = -3	B = 0.58	C = 4	D = 1	E = 20	F = -22	G = -18	H = -7	I = 0

4. COC(=O)c1cc(S(=O)(=O)C(C)C)c(S(C)=O)s1 (centres undefined)
  A = -2	B = x	C = 2	D = -4	E = 0	F = -10	G = -6	H = -8	I = -6

5. O/N=C1/CCc2cccc3cccc1c23
  A = 15	B = -1.1	C = 1	D = -6	E = 8	F = -17	G = 0	H = 0	I = -20

6. CC1CCN(C(=O)COC(=O)c2cc(Cl)cc(Cl)c2N)CC1
  A = -16	B = 1.7	C = -6	D = -7	E = -1	F = -19[20 µM]	G = -88	H = -4	I = 1

7. Cc1ccc(OCCSCc2nnc(NC(=O)Nc3cccc(Cl)c3)s2)cc1
  A = -24	B = -0.07	C = -7	D = -36	E = x	F = 1	G = 2	H = 3	I = -14

8. CCOc1ccc2nc(NC(=O)c3cnccn3)sc2c1
  A = -17	B = 0.67	C = 0	D = -1	E = x	F = -30	G = -3	H = -3	I = 20

9. C/C(=N\NS(=O)(=O)c1ccc(Cl)cc1)c1ccc(O)cc1
  A = -2	B = x	C = -1	D = -9	E = -6	F = -16	G = 1	H = -3	I = 6

10. O=C(NCc1cccs1)C1CC(c2ccc(F)cc2)=NO1 (centres undefined)
  A = 5	B = -0.87	C = 2	D = -4	E = -4	F = -18	G = 2	H = -5	I = -14

11. COc1ccc(N2C(=O)CCC2(C(N)=O)c2ccccc2)cc1 (centres undefined)
  A = 3	B = 0.64	C = -1	D = 0	E = -18	F = -18	G = 23	H = 12	I = -2

12. CCN(CC)c1cccc(OC2=NS(=O)(=O)c3ccccc32)c1
  A = -12	B = 0.032	C = 3	D = 9	E = -9	F = -13	G = -30	H = 0	I = 51[fluorescence artefact?]

13. Cc1cccc(-c2nc(CS(=O)CC(=O)N3CCCCC3)c(C)o2)c1 (centres undefined)
  A = -20	B = x	C = -5	D = -12	E = 1	F = -21	G = -4	H = 1	I = 10

14. COc1ccc(-c2cc(-c3nnc(COC(=O)CC4CCCC4)o3)c3ccccc3n2)cc1OC
  A = -34	B = -0.39	C = 1	D = -50	E = x	F = -11	G = -18	H = 6	I = -6

15. CS(=O)(=O)NNC(=O)c1cc2cc3ccccc3nc2s1
  A = -10	B = 1.2	C = 7	D = -11	E = -5	F = -22	G = 4	H = 1	I = -17

16. CCN(Cc1ccccc1)C(c1ccc(C)cc1)c1nnnn1C(C)(C)CC (centres undefined)
  A = -13	B = 0.55	C = 6	D = -3	E = -5	F = -11[20 µM]	G = -13	H = -3	I = 7

17. CC(C)(C)c1ccc(-c2n[nH]c(=S)n2/N=C/c2ccncc2)cc1
  A = -3	B = 5.6*	C = -2	D = -7	E = x	F = -16	G = -8	H = -8	I = 8

18. O=C(CSc1nnc(-c2ccc(F)cc2)o1)Nc1ccc(S(=O)(=O)N2CCCCCC2)cc1
  A = -8	B = 1.3	C = 2	D = -1	E = 7	F = -19	G = 12	H = -2	I = 11

19. CCOC(=O)c1nn(-c2ccccc2)cc1O
  A = -7	B = -1.1	C = -1	D = -7	E = -4	F = -20	G = 0	H = 2	I = 2

20. CC(=O)c1c(C)[nH]c(C(=O)COC(=O)C2CC2)c1C
  A = -10	B = 0.097	C = 0	D = -2	E = 14	F = -16	G = 2	H = -10	I = -4

21. COc1ccc(CN2CCC(C(=O)N(C)CCc3ccc(OC)c(OC)c3)CC2)c(OC)c1
  A = -5	B = -0.51	C = -8[fluorescence artefact?]	D = -2	E = 4	F = -23	G = -17	H = -3	I = 30

22. CCCCCCCCCCn1cc(C(C)=O)c(=O)[nH]c1=O
  A = -16	B = 0.59	C = -2	D = -3	E = 2	F = -11[20 µM]	G = -10	H = -2	I = -12

23. CNc1c([N+](=O)[O-])cnn1-c1ccccc1Cl
  A = -19	B = -0.36	C = 7	D = -7	E = -3	F = 6[20 µM]	G = -6	H = -4	I = -6

24. C=CCNC(=S)Nc1ccc2nsnc2c1
  A = -8	B = 1.3	C = 1[fluorescence artefact?]	D = -8	E = -25	F = -9	G = -11	H = -4	I = 14

25. O=[N+]([O-])c1ccc(C2OCCO2)cc1CS(=O)(=O)c1ccccc1
  A = -27	B = x	C = 4	D = -2	E = 2	F = -20	G = 1	H = -4	I = -14

26. O=C(Nc1ccccc1)C1CCN(c2nccs2)CC1
  A = 1	B = x	C = 0	D = -10	E = -2	F = -14	G = -18	H = -1	I = 3

27. Cc1ccc(SC(C)C(=O)NC(N)=O)c(C)c1 (centres undefined)
  A = -20	B = 0.25	C = 4	D = 3	E = 2	F = -21	G = -5	H = -29	I = -7

28. Cc1nc(SCC(=O)NNC(=O)c2cccs2)[nH]c(=O)c1C
  A = -31	B = 0.054	C = 1	D = -2	E = 3	F = -27	G = 4	H = -4	I = -14

29. O=C(c1cccc(Cl)c1)N1CCC(N2CCC(C(=O)N3CCOCC3)CC2)CC1
  A = -4	B = 1	C = -3	D = -45	E = 18	F = -24	G = x	H = -1	I = -15

30. O=C(O)CCC(=O)Nc1ccc(C(=O)OCC(=O)c2ccc(Cl)cc2)cc1
  A = -1	B = x	C = 1	D = 0	E = -10	F = -13	G = -5	H = -4	I = 0

31. CNC(=S)N/N=C(\C)c1ccc(Cl)c(Cl)c1
  A = 1	B = 6.6*	C = -2	D = -8	E = -2	F = -19	G = 3	H = -6	I = -3

32. COc1ccc2oc(=O)c(C(=O)N3CCN(c4ccc(F)cc4)CC3)cc2c1
  A = -13	B = -0.036	C = -3	D = -4	E = 8	F = -15[20 µM]	G = -21	H = 3	I = 1

33. Cc1ccc(NC(=O)CCNCc2ccco2)cc1S(=O)(=O)N(C)C
  A = -6	B = 0.048	C = 2	D = -10	E = x	F = -18	G = 0	H = -2	I = 54

34. Cc1nc2c(C(=O)NCc3ccc4c(c3)OCO4)c[nH]n2c(=O)c1Cc1ccccc1F
  A = 11	B = x	C = 4	D = -20	E = -2	F = -28	G = -3	H = 0	I = 1

35. Cc1ccc(OCC(=O)NCC(=O)Nc2ccc(F)cc2)c([N+](=O)[O-])n1
  A = -11	B = 1.3	C = 2	D = -2	E = 6	F = -10	G = -12	H = -6	I = -6

36. COCCNC(=O)C(C)OC(=O)c1cc2sccc2n1C (centres undefined)
  A = -11	B = -0.049	C = -8[fluorescence artefact?]	D = -19	E = -2	F = -11[20 µM]	G = 6	H = 1	I = -4

37. NS(=O)(=O)c1ccc(NC(=O)CSc2ncccn2)cc1
  A = -12	B = 1.3	C = 3	D = 2	E = -2	F = -22	G = 2	H = -1	I = 0

38. CCC(C)(C)C1CCC2(CC1)NC(=S)N(c1ccccc1)N2 (centres undefined)
  A = -7	B = -0.75	C = -2	D = -13	E = x	F = -17	G = 1	H = -1	I = -4

39. COc1ccc(CC(=O)N2CCN(c3ccccn3)CC2)cc1OC
  A = -1	B = 0.0055	C = 4[fluorescence artefact?]	D = -11	E = 4	F = -17[20 µM]	G = -1	H = -6	I = 1[fluorescence artefact?]

40. CC1=C(C(=O)N2CCOCC2)C(c2ccccc2F)C2=C(CC(C)(C)CC2=O)N1 (centres undefined)
  A = -8	B = x	C = x	D = 6	E = 7	F = -15	G = -54	H = -1	I = x

41. OCCNc1nc(Nc2cccc(O)c2)nc2ccccc12
  A = -9	B = -0.53	C = 5	D = -15	E = 11	F = -17	G = 0	H = -3	I = -1

42. CCOc1ccc(NC(=O)CSC(N)=O)cc1
  A = 4	B = 2.1	C = 1[fluorescence artefact?]	D = -10	E = -11	F = -23	G = 3	H = 6	I = -24[fluorescence artefact?]

43. CCOC(=O)C1=C(CNCc2ccccc2Cl)NC(=O)NC1c1ccc2c(c1)OCO2 (centres undefined)
  A = -3	B = -0.012	C = -13	D = -8	E = -6	F = -15[20 µM]	G = -2	H = 6	I = -4

44. Cc1ccc(C(=O)c2cncc(Br)c2)cc1
  A = 21	B = 0.2	C = 8	D = 7	E = -1	F = 13[20 µM]	G = 4	H = -5	I = 0

45. COC(=O)CSC(C)C(=O)Nc1nnc(C(C)C)s1 (centres undefined)
  A = -6	B = -0.24	C = 0	D = -7	E = -6	F = -21	G = 0	H = -11	I = -5

46. Cc1ccc(C(=O)NC2CCCCCC2)cc1N1CCCC1=O
  A = -1	B = x	C = -3	D = -8	E = -12	F = -21	G = -3	H = -3	I = 1

47. CCOC(=O)c1cc(NC(=O)c2cccs2)ccc1N1CCOCC1
  A = -13	B = -0.073	C = -3	D = -18	E = -2	F = -23	G = -1	H = -5	I = -17

48. COCCNC(=O)c1cc2c3ccccc3n(C)c2s1
  A = -9	B = -0.96	C = 3	D = -13	E = 5	F = -1	G = 1	H = 0	I = 8

49. CCn1c(=O)cc(SCC(=O)N2CCN(c3ccccc3OC)CC2)c2ccccc21
  A = 4	B = -2	C = -1	D = -2	E = -9	F = -15	G = -11	H = -5	I = -8[fluorescence artefact?]

2 compounds picked at random from the list so far:
Letters – A = EBV gp42 block; B = Cl transport mod; C = eIF4E 4G PPI; D = NCF1 inh; E = Rad51 HR inh; F = Furin inh; G = KLK5 inh; H = thrombin 1536; I = 14-3-3 Bad inh
4. COC(=O)c1cc(S(=O)(=O)C(C)C)c(S(C)=O)s1 (centres undefined)
  A = -2	B = x	C = 2	D = -4	E = 0	F = -10	G = -6	H = -8	I = -6

27. Cc1ccc(SC(C)C(=O)NC(N)=O)c(C)c1 (centres undefined)
  A = -20	B = 0.25	C = 4	D = 3	E = 2	F = -21	G = -5	H = -29	I = -7

Structures from the list above with a thiophene ring, fused or not:
Letters – A = EBV gp42 block; B = Cl transport mod; C = eIF4E 4G PPI; D = NCF1 inh; E = Rad51 HR inh; F = Furin inh; G = KLK5 inh; H = thrombin 1536; I = 14-3-3 Bad inh
4. COC(=O)c1cc(S(=O)(=O)C(C)C)c(S(C)=O)s1 (centres undefined)
  A = -2	B = x	C = 2	D = -4	E = 0	F = -10	G = -6	H = -8	I = -6

10. O=C(NCc1cccs1)C1CC(c2ccc(F)cc2)=NO1 (centres undefined)
  A = 5	B = -0.87	C = 2	D = -4	E = -4	F = -18	G = 2	H = -5	I = -14

15. CS(=O)(=O)NNC(=O)c1cc2cc3ccccc3nc2s1
  A = -10	B = 1.2	C = 7	D = -11	E = -5	F = -22	G = 4	H = 1	I = -17

28. Cc1nc(SCC(=O)NNC(=O)c2cccs2)[nH]c(=O)c1C
  A = -31	B = 0.054	C = 1	D = -2	E = 3	F = -27	G = 4	H = -4	I = -14

36. COCCNC(=O)C(C)OC(=O)c1cc2sccc2n1C (centres undefined)
  A = -11	B = -0.049	C = -8[fluorescence artefact?]	D = -19	E = -2	F = -11[20 µM]	G = 6	H = 1	I = -4

47. CCOC(=O)c1cc(NC(=O)c2cccs2)ccc1N1CCOCC1
  A = -13	B = -0.073	C = -3	D = -18	E = -2	F = -23	G = -1	H = -5	I = -17

48. COCCNC(=O)c1cc2c3ccccc3n(C)c2s1
  A = -9	B = -0.96	C = 3	D = -13	E = 5	F = -1	G = 1	H = 0	I = 8
